# Assay outcomes from PubChem.
# TAG inh: reduces triacylglycerol accumulation in H9c2 cells; Nile Red lipid (TAG) fluorescence; cells loaded with 200 µM oleic acid; inhibition, % at 12.5 µM; hit rate 0.66% among 230,000; AID 651582;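 active = pattern-corrected inhibition of lipid staining of at least 50% with the nuclear-stain viability signal not falling by more than 50%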;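 note: 0% = DMSO wells and 100% = triacsin C control wells; some results filed as inactive read as strong as hits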
# TAG inh DAPI viability: second read-out of TAG inh, no call of its own (marks repeat the call); DAPI nuclei signal change (viability), lower = more cytotoxic, %;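 whole-well DAPI fluorescence read on a plate reader as a viability signal; minus 50 percent equals half of cells still viable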
# * hit, by the source's call.
SMILES,TAG inh,TAG inh DAPI viability
CCc1nc2ccc(C(=O)Nc3cccc(OC)c3)cn2c1N(C)CCCc1ccccc1,10.2,-6.9
CSc1sc(-c2n[nH]c(=S)n2C)c2c1C=CCC2,0.2,-0.1
C/C(=N\NC(=O)C1CC1)c1ccccc1O,16.2,9.1
O=C1/C(=C/c2ccc(F)cc2)SC(=S)N1Nc1ncc(C(F)(F)F)cc1Cl,-12.9,-13.3
C=CC[n+]1c(-c2ccc(Cl)cc2Cl)csc1Nc1c(C)n(C)n(-c2ccccc2)c1=O,-10.6,3.6
COc1ccccc1NS(=O)(=O)c1cccc(NC(=O)c2nn(C)c(=O)c3ccccc23)c1,24.6,-7.2
CN1c2ccccc2C(=O)/C(=C\Nc2ccc(F)cc2)S1(=O)=O,0.9,5.1
COc1ccc(/C=C/C(=O)NC(=S)N2CCN(C)CC2)cc1,2.7,-11.1
Nc1cc(=O)[nH]c(SCC(=O)Nc2cc(S(=O)(=O)N3CCCCCC3)ccc2Cl)n1,4.8,-3.0
CSCCC(NC(N)=O)C(=O)Nc1ccc2ccccc2c1 (stereo not given),8.7,-7.4
CN(c1ccccc1)S(=O)(=O)c1ccc(NC(=O)c2ccccc2C(=O)O)cc1,6.9,2.1
O=C(C[C@H]1C/C=C\CC[C@@H](Cc2ccc(F)cc2)C(=O)OC[C@H]2CCCN2C1=O)NCCO,-2.0,-1.7
O=C(NCC(F)(F)F)Nc1cccnc1,-5.5,7.9
O=C(NCCc1nc(-c2ccccc2Cl)no1)C1CCCCC1,-8.1,8.9
O=C1c2ccccc2C(=O)N1CCc1csc(-c2ccc(F)cc2)n1,-5.4,10.1
CCCCn1c(SCC(=O)NC2CC(C)(C)NC(C)(C)C2)nc2cc(S(N)(=O)=O)ccc21,-5.9,5.2
O=CNc1cc(-c2cccc(F)c2)cn2c(-c3ccc(F)cc3)cnc12,-4.3,-2.4
c1ccc(C(c2nnnn2Cc2ccco2)N2CCN(C3CCCC3)CC2)cc1 (stereo not given),-17.5,7.9
O=C1OC2(c3ccccc3)C3CCCC2C13,-8.6,-4.5
O=C(COC(=O)c1cccc(Cl)c1)Nc1cccc(S(=O)(=O)NC2=NCCC2)c1,-72.3,-1.5
O=C(CC1NC(=S)NC1=O)c1ccc(Cl)cc1 (stereo not given),-9.7,3.6
Cc1cc(NC(=O)C(C)SCC(=O)N(C)CC(=O)Nc2ccccc2Br)no1 (stereo not given),-8.4,6.7
CC(=O)N1c2ccc(S(=O)(=O)N3CCCC3C(=O)Nc3cccc(F)c3)cc2CC1C (stereo not given),-5.5,-3.5
Cc1ccc(-n2c(=O)c3cc4c(=O)n(-c5ccc(C)c(C)c5)c(=O)c4c(C(=O)c4ccc(C(=O)O)cc4)c3c2=O)cc1C,4.0,-6.3
COc1ccc(NC(=O)C2(C)CCN2CCOc2ccc(C)cc2)cc1OC (stereo not given),-10.7,14.6
CCC(=O)N1CCCC(C(=O)Nc2ccc3cn[nH]c3c2)CC1 (stereo not given),9.6,-8.7
Cc1cccn2c(=O)c(/C=N/O)c(Nc3ccccc3F)nc12,8.8,-6.8
COc1c(/C=N/NS(=O)(=O)c2ccc(C)cc2)c(CCN(C)C(C)=O)cc2c1OCO2,-16.5,8.6
CCCC(=O)NC(=S)Nc1cccc(C(C)=O)c1,17.3,-5.5
CCOC(=O)N1CCN(C(=O)c2ccc(CN(c3ccccc3)S(C)(=O)=O)cc2)CC1,19.2,-19.9
O=C(Oc1cccc(C(=S)N2CCOCC2)c1)c1cccc(Cl)c1,-9.2,7.9
CCCC(c1nnnn1CCc1ccccc1)N1CCN(C(=O)c2ccco2)CC1 (stereo not given),-2.9,-1.0
CC(C)(C)c1ccc(O)c(N=Cc2cc(Br)ccc2O)c1,11.9,33.2
C=CCOC(=O)C1=C(C)NC(=S)C(C#N)(CC=C)C1c1ccccc1Cl (stereo not given),-4.8,-4.8
COc1ccc(CN(C)C(=O)c2ccccc2OCc2c(C)noc2C)cc1OC,-9.5,-12.1
CCCNC(=O)C(Cc1ccccc1)NC(=O)c1ccccn1 (stereo not given),-14.5,-0.8
COc1ccccc1NS(=O)(=O)c1ccc2[nH]c(=S)oc2c1,-23.3,-11.0
O=C(CC1C(=O)NCCN1Cc1cccc(F)c1F)NC1CCCCCC1 (stereo not given),7.2,-8.6
CC1CCc2sc(C(=O)OCC(=O)NC(N)=O)cc2C1 (stereo not given),7.8,-3.0
Cc1ccc(C2Oc3ccccc3C3=C2C(c2cccs2)n2ncnc2N3)cc1 (stereo not given),16.4,-0.7
Cn1cc(CN2CCC(C(=O)NC(c3ccc(-c4ccccc4)cc3)c3cnccn3)CC2)c2ccccc21 (stereo not given),24.0,8.3
Cc1[nH]nc(N)c1-c1ccccc1,-10.0,-0.5
COc1cccc(OCC(=O)NNC(=O)C(=O)Nc2ccc(OC)cc2OC)c1,-3.4,4.4
Nc1nc(Cl)nc2c1ncn2C1CC(O)C(CO)O1 (stereo not given),33.5,-34.5
CCN(CC)c1ccc(NC(=O)CSC(=O)c2ccccc2)cc1,8.0,4.3
CC(C)(C)C(=O)Nc1cccc(OC(F)(F)C(F)Cl)c1 (stereo not given),-7.9,4.8
COCCN(C(=O)COC(=O)Cc1coc2cc3c(cc12)CCC3)c1c(N)n(Cc2ccccc2)c(=O)[nH]c1=O,-2.3,1.0
O=C(c1cc(COc2cccc(C(F)(F)F)c2)on1)N1CCSCC1,3.1,2.8
COC(=O)[C@H](CC(C)C)NC(=O)Cn1cnc(C(=O)Nc2ccc(C)c(C)c2)n1,7.7,-1.6
CN(C)c1ccc(/C=N/c2cc(-c3ccccc3)nn2-c2ccccc2)cc1,22.1,-15.5
CC1CCCN(S(=O)(=O)c2cc(C(=O)NCc3ccco3)ccc2Cl)C1 (stereo not given),21.7,-10.2
Cc1ccccc1OCC(=O)Nc1cccc(NC(=O)c2ccco2)c1,9.8,-1.4
COC(=O)CCCC1=CC2=CC(=O)C(C)(OC(=O)c3cccs3)C(=O)C2=CN1CCCOC(C)C (stereo not given),5.8,-9.6
COc1ccc(Cl)cc1NC(=O)CCn1cnc2ccccc2c1=O,-45.1,-3.3
CCN(C(=O)COC(=O)CNS(=O)(=O)c1ccccc1)c1ccccc1,8.7,11.7
OCc1ccccc1-c1cnc2sc(NCc3ccc(F)cc3)nn12,-6.5,0.0
CCSc1nc(N2CCOCC2)c2c(c1C#N)CC(C)(C)N(C)C2,7.6,10.1
COc1ccc(OC)c(NC(=O)N2CCCC(CNS(=O)(=O)c3cccs3)C2)c1 (stereo not given),-14.6,-3.6
CC(C(=O)N1CCN(c2ccc([N+](=O)[O-])cc2)CC1)N1C(=O)C2CC=CCC2C1=O (stereo not given),-4.4,2.3
CCc1nnc(NC(=O)CSc2nnc(CNc3ccc(OC)cc3)n2CC)s1,-9.2,0.4
# Next structures follow:
SMILES,TAG inh,TAG inh DAPI viability
CC1CCC2(CC1)NC(=O)N(CC(=O)N1CCc3ccccc3C1)C2=O (stereo not given),-10.7,-3.4
O=[N+]([O-])c1cnccc1Nc1ccc(F)cc1,-9.2,-7.7
CCOc1ccccc1-n1c(=S)sc2c(=O)n(-c3ccc(C)cc3)c(=S)[nH]c21,-2.4,-2.0
COc1ccc(C2=C(Nc3ccc(F)cc3)c3ccccc3C2=O)cc1,4.0,-1.1
CC(C)(C)n1cnnc1Sc1ncccc1[N+](=O)[O-],11.1,-8.3
CC(C)c1ccc(NC(=O)C(c2ccccc2)N(C)C(=O)CCc2c[nH]c3ccccc23)cc1 (stereo not given),1.7,-7.3
CCCCC(=O)Nc1ccc2oc(-c3ccncc3)nc2c1,17.7,-3.8
CCOC(=O)CS(=O)(=O)c1ccc(C(F)(F)F)cn1,5.3,-0.1
CC(C)(C)Nc1c([N+](=O)[O-])c(=O)sc2ccccc12,25.2,-8.9
CCc1ccc(NC(=O)CSc2ccccn2)cc1,-8.8,-0.1
CCN1CCN(S(=O)(=O)c2ccc(Cl)c(C(=O)N(C)Cc3ccc(F)cc3)c2)CC1,-3.7,-8.7
Cc1c(S(=O)(=O)N2CCc3ccccc3C2)c(=O)n(C)c(=O)n1C,-19.3,0.0
CCCCC(=O)NCCc1ccc(OC)cc1,-7.4,0.3
O/N=C/c1cn(-c2ccccc2)nc1-c1ccc2c(c1)OCCO2,8.4,-4.8
COc1ccc(-c2nn(-c3ccccc3)cc2/C=N/n2cnnc2)cc1OC,19.5,-0.9
CCOc1ccc(-c2csc(N)c2C(=O)OC)cc1,-30.6,-7.8
CCCN(Cc1nnc(-c2ccccc2Cl)o1)C(=O)COc1ccc(Cl)cc1,3.5,1.4
CCOC(=O)CSC1=C(C#N)C(C)C2=C(CCCC2=O)N1 (stereo not given),-10.8,2.3
CC(C)(C)NS(=O)(=O)c1ccc(CCC(=O)N2CCOCC2)cc1,4.3,-0.1
Cc1ccccc1-c1nc(S(=O)(=O)c2ccccc2)c(N2CCCC2)o1,-70.1,5.1

# Single records (already shown). Screens in order: TAG inh | TAG inh DAPI viability
# CCCN(Cc1nnc(-c2ccccc2Cl)o1)C(=O)COc1ccc(Cl)cc1 is listed with 3.5 | 1.4
# Cc1c(S(=O)(=O)N2CCc3ccccc3C2)c(=O)n(C)c(=O)n1C is listed with -19.3 | 0.0
# CC(C)(C)Nc1c([N+](=O)[O-])c(=O)sc2ccccc12 is listed with 25.2 | -8.9

# Further compounds:
SMILES,TAG inh,TAG inh DAPI viability
CCOCCCNC(=O)c1ccc(CN2CCc3ccccc3C2)cc1,1.8,-1.9
CCc1nnc(NC(=O)c2ccc3c(=O)n4c(nc3c2)CCCCC4)s1,-8.0,1.2
O=c1c2ccccc2n(Cc2ccc(F)cc2)c(=O)n1C1CCCC1,-12.3,8.5
O=c1cc(-c2ccc(Cl)cc2)oc(=O)[nH]1,1.9,-4.1
OCCN=C1CCCc2c1[nH]c1ccc(Cl)cc21,2.4,4.9
Cc1cc(O)c(-c2n[nH]c3c2C(c2cccc(O)c2)N(Cc2cccnc2)C3=O)cc1Cl (stereo not given),13.5,-2.2
CN(c1ccccc1)S(=O)(=O)c1ccc(NC(=O)c2ccc(F)cc2)cc1,5.6,-6.0
CCOc1ccc(NC(=O)Cn2nc(C(N)=O)c3ccccc3c2=O)cc1S(=O)(=O)N1CCCC1,14.0,1.2
CCn1c(SCC(=O)OCC(=O)N2c3ccccc3NC(=O)C2(C)C)nnc1-c1ccco1,2.4,3.3
COc1ccc(-c2oc3ccccc3c2C(=O)OCc2ccccc2OC)cc1,-0.8,145.4
CCSc1ccc2c(c1)N(CCCN1CCN(C)CC1)c1ccccc1S2,4.7,-2.1
Cc1nn(-c2ccc(F)cc2)c(Cl)c1C(=O)OC(C)C(=O)N(C)C1CCCCC1 (stereo not given),-3.5,-0.6
CSc1ccc(C(=O)C2CCCN(C(=O)c3ccsc3)C2)cc1 (stereo not given),0.1,-5.2
Cc1nc2ccccc2[nH]c1=O,7.6,-3.1
CC(Sc1ccccc1)C(=O)NN=C1CCCCCC1 (stereo not given),-11.2,8.5
COc1cc(C=NNC(=O)c2ccccc2-n2cccc2)ccc1O,-5.0,-0.4
CNC(=O)COC(=O)/C=C/c1cccs1,12.4,-0.8
CCCCCN(C(=O)CCC(=O)OCc1ccccc1Cl)c1c(N)n(CCCC)c(=O)[nH]c1=O,-23.7,-2.1
NC(=O)CN1CCN(c2ccccc2F)CC1,-3.7,-0.2
O=c1[nH]c(=O)n(C2OC(CO)C(O)C2O)cc1F (stereo not given),32.3,-14.0
O=C(O)CCc1ccc(-c2cccs2)n1CCC(=O)O,13.3,-7.6
CCCN(C1CCS(=O)(=O)C1)S(=O)(=O)c1ccc(F)cc1 (stereo not given),-10.9,6.1
COc1ccc(C2C(C(=O)/C=C/c3ccco3)=C(O)C(=O)N2CCN2CCOCC2)cc1OC (stereo not given),-3.1,2.9
C/C=C(\C)CN1CCC(n2nccc2NC(=O)c2ccc3c(c2)OCO3)CC1,11.0,-8.7
NC(=O)Cn1nc([N+](=O)[O-])nc1Oc1ccc(Br)cc1,-7.1,-2.2
O=C(NCc1ccc(Cl)cc1)N1CCN(Cc2ccccc2)CC1,-13.7,9.0
CCc1nc2c(OCC=C(C)C)cccn2c1N(C)C(=O)c1ccc(OC)cc1,32.6,-17.9
O=C(Nc1ccc(S(=O)(=O)Nc2ncccn2)cc1)c1cccc(S(=O)(=O)N2CCOCC2)c1,3.6,-15.7
COc1ccc(NC(=O)CN2C(=O)NC3(CCCCCC3)C2=O)cc1Cl,-11.3,-0.9
CCC(=O)N1c2ccc(S(=O)(=O)CCC(=O)NCc3ccc4c(c3)OCO4)cc2CC1C (stereo not given),-9.8,-3.0
COC(=O)CCC(NC(=O)c1cc(-c2ccc3c(c2)OCCO3)oc1C)C(=O)OC (stereo not given),18.7,2.3
S=C(NC1CCCCC1)N1CCOCC1,-3.7,-6.0
O=C(O)C(Cc1ccccc1)n1c(=S)[nH]c2ccccc2c1=O (stereo not given),-7.5,6.8
CC1=CCC(COC(=O)Nc2ccccc2)CC1 (stereo not given),10.8,-2.6
CN(CCOc1ccccc1)C(=O)c1ccc(F)c(S(=O)(=O)N2CCOCC2)c1,-9.0,1.1
CC(=O)c1sc2nc(CSc3nnnn3-c3ccccc3)[nH]c(=O)c2c1C,35.0,-23.4
Cc1cc(N2CCN(C(=O)c3ccco3)CC2)c2ccccc2n1,-8.4,6.5
CC1(C(=O)NCc2ccccc2Br)CCN1Cc1ccc2ccccc2c1 (stereo not given),-13.6,-13.2
NC(=O)c1cccc(-c2ccnc3c2CC(C(=O)Nc2ccccc2)O3)c1 (stereo not given),3.9,0.9

# Reformatted with each value named: 4 of the compounds above.
Structure: O=C(Nc1ccc(S(=O)(=O)Nc2ncccn2)cc1)c1cccc(S(=O)(=O)N2CCOCC2)c1
  TAG inh: 3.6; TAG inh DAPI viability: -15.7

Structure: COc1ccc(NC(=O)CN2C(=O)NC3(CCCCCC3)C2=O)cc1Cl
  TAG inh: -11.3; TAG inh DAPI viability: -0.9

Structure: CCC(=O)N1c2ccc(S(=O)(=O)CCC(=O)NCc3ccc4c(c3)OCO4)cc2CC1C (stereo not given)
  TAG inh: -9.8; TAG inh DAPI viability: -3.0

Structure: COC(=O)CCC(NC(=O)c1cc(-c2ccc3c(c2)OCCO3)oc1C)C(=O)OC (stereo not given)
  TAG inh: 18.7; TAG inh DAPI viability: 2.3

# This is a subset. The share of hits here may be higher or lower than overall.
